Screens deposited in PubChem by several laboratories.
PrPC surface inh – inhibitors of human cell surface prion protein PrPC; inhibition, % at 13.8 µM; P04156; AID 720596; TR-FRET read-out; 370,000 compounds, 0.43% hits; in the data active means inhibition above about 24%; further: 0% = median of the test wells and 100% = reference compound wells
UGM FP inh – inhibitors of M. tuberculosis UDP-galactopyranose mutase; purified UGM, fluorescence polarization probe displacement; inhibition, % at 10 µM; 320,000 compounds, 0.06% hits; AID 504406; in the data active means inhibition above about 10%, passing the limit was not always enough; inconclusive means no clear call, values can overlap the other calls
Mtb FBA inh – inhibits M. tuberculosis FBA enzyme; P9WQA3; purified M. tuberculosis FBA, fluorescence read-out; inhibition, % at 1 µM; 360,000 compounds, 2.3% hits; AID 588726; in the data active means inhibition above about 27%;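 further: 0% = vehicle and 100% = reference inhibitor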
Target sequence (P9WQA3 whole entry, looked up): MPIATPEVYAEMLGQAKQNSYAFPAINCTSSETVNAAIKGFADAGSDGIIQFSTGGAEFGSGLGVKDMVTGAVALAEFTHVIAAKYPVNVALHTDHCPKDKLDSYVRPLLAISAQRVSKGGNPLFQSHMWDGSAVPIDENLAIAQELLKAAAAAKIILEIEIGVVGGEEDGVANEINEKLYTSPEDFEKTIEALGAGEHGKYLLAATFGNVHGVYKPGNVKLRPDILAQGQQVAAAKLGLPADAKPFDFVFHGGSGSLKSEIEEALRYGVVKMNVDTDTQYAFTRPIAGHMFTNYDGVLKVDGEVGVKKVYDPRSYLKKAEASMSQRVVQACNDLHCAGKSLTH
BioA inh – BioA (M. tuberculosis) enzyme inhibition; purified M. tuberculosis BioA enzyme, plate reader; 360,000 compounds, 0.096% hits; AID 602481; inhibition, % at 9.99 µM; in the data active means inhibition above about 40%; inconclusive means no clear call, values can overlap the other calls
FadD28 binding – M. tuberculosis FadD28 bisubstrate binding inhibition | FadD28 bisubstrate probe binding, fluorescence polarization | inhibition, % at 12.5 µM | 360,000 compounds, 0.22% hits; in the data active means inhibition above about 8.5%, passing the limit was not always enough; inconclusive means no clear call, values can overlap the other calls
BoNT F protease – BoNT F light chain protease inhibition; Multiplex microsphere protease cleavage assay, flow cytometry; inhibition, % at 10 µM; 360,000 compounds, 0.22% hits; in the data active means inhibition above about 35%, passing the limit was not always enough; inconclusive means no clear call, values can overlap the other calls; further: plate controls were buffer without enzyme for full effect and enzyme alone for no effect
MazEF act – increases E. coli MazEF RNase cleavage of RNA; P0AE70; FAM/BHQ RNA-DNA oligo cleavage fluorescence, 5 h; activation, % at 20 µM; 350,000 compounds, 0.32% hits; in the data active means activation above about 50%
Target sequence (P0AE70 whole entry, looked up): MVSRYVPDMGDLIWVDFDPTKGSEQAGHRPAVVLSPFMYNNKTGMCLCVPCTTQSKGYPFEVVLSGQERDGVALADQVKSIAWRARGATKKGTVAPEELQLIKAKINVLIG
Rv3671c inh – Rv3671c (M. tuberculosis) protease inhibition. P9WHR9. inhibition, % at 5.96 µM. 320,000 compounds, 0.048% hits. AID 2606; in the data active means inhibition above about 38%;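 further: extracellular domain of Rv3671c used as enzyme; 0% = enzyme with DMSO and 100% = no enzyme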
Target sequence (P9WHR9 whole entry, looked up, the tested form may be a part): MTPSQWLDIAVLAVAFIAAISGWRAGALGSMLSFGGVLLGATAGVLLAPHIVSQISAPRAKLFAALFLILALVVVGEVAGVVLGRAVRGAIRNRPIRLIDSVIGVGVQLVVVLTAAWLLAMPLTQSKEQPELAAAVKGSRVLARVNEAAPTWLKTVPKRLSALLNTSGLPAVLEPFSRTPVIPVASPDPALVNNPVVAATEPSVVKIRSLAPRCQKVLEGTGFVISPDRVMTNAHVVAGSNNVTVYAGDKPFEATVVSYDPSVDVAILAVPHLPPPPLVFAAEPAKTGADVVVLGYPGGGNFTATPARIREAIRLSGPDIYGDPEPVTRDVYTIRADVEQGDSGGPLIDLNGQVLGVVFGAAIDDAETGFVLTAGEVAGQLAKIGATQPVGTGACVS
GDH-TPI inh – counter-screen for M. tuberculosis FBA inhibitors: GDH-TPI coupled enzymes. AID 588335. GDH-TPI coupled enzyme counterscreen, NADH absorbance. inhibition, % at 4.8 µM. 360,000 compounds, 1.2% hits; in the data active means inhibition above about 30%;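 further: 0% = DMSO wells and 100% = wells lacking the enzyme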
An asterisk follows results filed as active; u = inconclusive; x = not tested or not shown; + = active, no number. An unsorted share of the library; about 4.8% have a hit in one of these screens.

SMILES	PrPC surface inh	UGM FP inh	Mtb FBA inh	BioA inh	FadD28 binding	BoNT F protease	MazEF act	Rv3671c inh	GDH-TPI inh
COc1ccc(C(CC(=O)c2ccccc2)CC(=O)c2ccccc2)cc1	2	1.4	2	x	-1.0	-10	3	-10	6
CN(C)/C=C(/C(=O)c1ccc(Cl)c(Cl)c1)S(C)(=O)=O	-5	2.9	0	0.8	-0.6	-6	7	1	10
NC(=O)C1CN(C(=O)c2nn(Cc3ccccc3)c(=O)c3ccccc23)c2ccccc2O1 (stereo unspecified)	-2	x	4	0.9	0.7	5	1	x	15
Cc1ccc(C2C(=O)N(C3CCC(C)CC3)CC(=O)N2C2CCCC2)cc1 (stereo unspecified)	-4	-1.0	1	0.4	-0.5	-2	-5	-8	-1
CC(Oc1cc2oc(=O)c3c(c2cc1Cl)CCC3)C(=O)NCc1ccccn1 (stereo unspecified)	-2	-1.6	2	63*	-0.5	-1	6	-8	6
CC(C)(C)c1ccc(-n2ncc3c2CCCC3NC(=O)CN2CCCCC2=O)cc1 (stereo unspecified)	10	-0.4	3	-0.9	0.2	3	-1	-4	3
CCOC(=O)c1ccc(NC(=O)CN2C(=O)C3C4C=CC(C4)C3C2=O)cc1 (stereo unspecified)	-4	1.2	4	-1.8	-1.0	-5	8	-1	-4
COc1ccc(C(=O)NCCCOc2cccnc2)cc1OC1CCN(C(C)=O)CC1	1	-0.3	-2	29	-1.3	12	-5	-6	7
CC1(C)Cc2c(sc3c2C2=NCCN2C=N3)CS1	-6	0.3	-4	x	-3.3	4	-5	-1	1
CCOc1ccccc1Cn1c(=O)sc2ccccc21	0	2.0	-4	x	-4.2	1	-1	-8	8
CCN(CC(=O)Nc1c(F)cccc1F)C(=O)Cc1ccc(S(=O)(=O)N2CCOCC2)s1	-10	x	3	-1.1	1.0	x	-1	x	5
Cc1noc(C)c1COc1ccc(C(=O)N2CC(C)CC(C)C2)cc1 (stereo unspecified)	-6	-1.0	-2	-0.1	-2.1	6	9	-1	7
CC1C/C(=N\NC(=O)c2cccnc2)CC(C)(C)C1 (stereo unspecified)	-2	0.2	-4	8.0	0.2	1	8	-8	4
CCN1C(=O)C(CC(=O)Nc2ccc(F)cc2)N(Cc2ccc3c(c2)OCO3)C1=S (stereo unspecified)	-3	3.1	0	3.4	-5.0	-4	4	1	3
CSc1ncccc1C(=O)OCC(=O)NCCc1ccccc1	4	1.3	0	-1.6	-2.2	0	-1	3	1
CC(=O)Nc1ccc(-c2csc(NNC(=O)c3ccc(C)cc3)n2)cc1	-4	0.3	0	x	-2.7	-4	11	18	2
COc1ccc(OCCSc2nc3ccccc3n2CC(=O)O)cc1	-3	-1.9	2	0.2	2.2	-8	2	0	-10
COc1ccccc1/C=C1\SC(=S)N(CCC(=O)N2CCN(C)CC2)C1=O	-1	-1.3	1	-1.1	-1.2	3	-33	5	4
CC1=C(c2ccccc2)[N+](=O)C2(CCCC2)N1[O-]	-3	-2.8	2	-0.9	-1.2	8	-1	-5	8
CCOc1cc(/C=N\Nc2nc(Nc3ccccc3)nc(N3CCOCC3)n2)ccc1OC(=O)c1ccco1	2	0.6	0	x	-9.1	0	-7	-80	15
CCOC(=O)C1(CCc2ccccc2)CCN(C(=O)[C@@H]2C[C@@H](C)NC(=S)N2)CC1	-12	0.4	5	-0.8	0.1	0	-4	-7	-1
O=C1c2ccccc2C(=O)N1CCCCON1C(=O)c2ccccc2C1=O	1	1.1	-1	x	-1.3	-4	-3	3	-2
CCCN(CC(=O)Nc1cc(Cl)ccc1Cl)C(=O)c1ccccn1	0	2.0	2	-1.1	1.2	-3	2	-3	-2
Cc1cccc(NC(=S)NNC(=O)CC(C)O)c1C (stereo unspecified)	0	3.5	0	x	0.0	9	-5	1	8
Cc1ccc(C(=O)OCC(=O)N2CCCc3ccccc32)cc1C	-2	x	-1	-0.4	-1.4	4	-3	x	8
O=C1N(CN2CCOCC2)c2ccccc2C12OCC(CCl)O2 (stereo unspecified)	-4	0.4	-1	0.1	-1.7	-28	7	3	-3
CC1=C(C)CC(C(=O)NCCc2ccccc2)C(C(=O)O)C1 (stereo unspecified)	1	-1.4	0	-1.8	-0.3	0	6	-5	1
O=C(O)CCNS(=O)(=O)c1ccccc1Br	2	-0.2	0	-1.3	-4.0	1	13	8	-2
O=C(NC1CCCCC1)C1CCCN(S(=O)(=O)c2cnc[nH]2)C1 (stereo unspecified)	6	1.5	1	-0.5	-2.0	-18	11	-4	4
CCOC(=O)N1CCC(NC(=S)Nc2ccc3nc(N4CCN(C)CC4)cc(C)c3c2)CC1	-2	1.7	9	-0.7	-3.6	-12	3	10	11
COC(=O)c1sccc1NC(=O)c1cnc2cc(C)nn2c1C	5	-1.0	-1	x	1.9	-1	2	-6	0
Cc1ccc(C(=O)Nc2ccc(C(=O)N/N=C/c3ccc(C)o3)cc2)cc1	7	0.9	5	5.1	-0.8	-36	10	-24	28
CN(C)CCCN(C(=O)c1ccc(N2C(=O)CCC2=O)cc1)c1nc2c(F)cccc2s1	-3	-2.3	-1	-0.5	-2.0	-6	11	-3	7
CCN(CC(=O)NC1CCS(=O)(=O)C1)c1ccc(S(C)(=O)=O)cc1[N+](=O)[O-] (stereo unspecified)	-1	-0.3	-2	-0.8	-0.6	-4	7	5	12
O=[N+]([O-])c1ccc(CSc2nnc(-c3cnccn3)o2)cc1	-7	3.4	1	0.9	-1.1	-18	4	0	2
Cc1ccc(-c2nc(COC(=O)C3=NN(c4ccccc4)C(=O)CC3)cs2)cc1	-3	-2.9	0	-0.3	-1.4	-7	-1	-3	4
O=C(CSc1nc2nn(-c3ccccc3)c(=O)c-2c2n1CCCCC2)NCCc1ccccc1	-10	1.8	2	x	-1.1	0	7	3	2
CCCCOC(=O)C1=C(C)Nc2ncnn2C1c1ccc(OCC)c(OC)c1 (stereo unspecified)	10	1.8	-1	2.2	-5.0	0	6	6	18
O=C(COc1coc(CN2CCc3ccccc32)cc1=O)N1CCCCC1	5	-1.2	1	x	-0.9	5	3	-2	12
CCc1ccccc1NC(=O)Cn1cccc1C1=NC(c2ccccc2)CO1 (stereo unspecified)	-5	-0.5	-8	-0.9	-2.1	9	0	-2	-2
O=C(NCc1ccccc1)c1cc(C2COCCN2S(=O)(=O)c2ccccc2)on1 (stereo unspecified)	4	x	-2	15	-2.0	-1	x	x	-3
CN1CCN(C(=O)/C(=C\c2cccs2)NC(=O)c2ccccc2)CC1	-19	-2.5	-2	-1.0	-3.4	2	11	6	2
CN(CC(=O)Nc1ccc(OC(F)(F)F)cc1)C(=O)/C=C/c1cc2c(cc1[N+](=O)[O-])OCO2	-9	0.5	0	3.4	-2.6	0	4	-1	16
CCn1c(C(=O)NC2CCC(C)CC2)cc2sccc21 (stereo unspecified)	5	-3.2	3	-5.5	-0.4	-2	-28	-8	16
Cc1nc2cccnc2nc1C	-10	-6.9	-1	-0.5	0.7	-12	7	-10	2
O=C1CC(c2cccc(Cl)c2)Cc2nc(N3CCOCC3)ncc21 (stereo unspecified)	3	4.9	-1	1.6	-1.0	1	-2	1	12
CC(Oc1cccc(Cl)c1)C(=O)N1CCCN(C)CC1 (stereo unspecified)	-4	-0.2	-2	0.7	0.6	-2	6	9	2
COc1ccc(OC)c(NC(=O)CC2Oc3ccccc3NC2=O)c1 (stereo unspecified)	-4	-1.2	0	-1.8	0.8	2	5	1	6
CCCn1c(-c2ccccc2)nc2c(=O)n(C)c(=O)[nH]c21	-2	-1.8	+	-3.7	-0.7	-1	2	4	9
COc1ccc(CCN2CC(C(=O)NCc3ccccc3)CCC2=O)cc1 (stereo unspecified)	10	-1.5	-1	x	-0.5	11	-1	4	-1
CC(C)C1Cc2nc(Cl)c(C#N)cc2CO1 (stereo unspecified)	3	2.7	-1	x	-1.9	u	-2	4	-1
Cc1ccc(OCCC(=O)Nc2ccccc2C(=O)NC2CC2)cc1	0	-0.1	6	-5.9	-1.1	8	1	x	2
Cc1ccc(/C=N/NC(=O)c2cccc(NC(=O)c3ccccc3Cl)c2)o1	2	0.6	-1	-1.2	-3.5	-6	14	-13	19
Nc1[nH]n(-c2c(Cl)cc(Cl)cc2Cl)c(=O)c1N=Nc1ccc(S(=O)(=O)Nc2ncccn2)cc1	-18	1.1	-9	-0.6	-1.2	14	2	14	8
CC(C(=O)NCCc1ccc(F)cc1)N1CCN(Cc2ccccc2)CC1 (stereo unspecified)	4	1.1	-5	-2.1	-3.6	0	-2	6	-1
CCOc1ccccc1N(CC(=O)Nc1cccnc1)S(=O)(=O)c1ccc(C)cc1	1	0.1	-2	x	-6.0	2	1	-2	-14
COC(=O)c1c(NC(=O)CSc2ccccc2N)sc(C)c1C	0	2.4	8	0.6	-2.0	0	6	2	6
CCc1ccc(NC(=O)C(C)OC(=O)/C=C/c2cccc([N+](=O)[O-])c2)cc1 (stereo unspecified)	-3	-2.3	4	x	-2.5	0	4	-11	11
CCCCc1nc2cc(C(=O)N(C)C(C)c3ccccn3)ccc2o1 (stereo unspecified)	3	x	4	0.0	0.8	5	-17	x	3
Cc1cc(NC(=O)CN2CCN(C/C=C/c3ccccc3)CC2)c([N+](=O)[O-])cc1C	-10	0.2	-3	-0.5	-5.1	-4	-13	0	-3

Retrieved by structure from above:
SMILES	PrPC surface inh	UGM FP inh	Mtb FBA inh	BioA inh	FadD28 binding	BoNT F protease	MazEF act	Rv3671c inh	GDH-TPI inh
CCOc1ccccc1N(CC(=O)Nc1cccnc1)S(=O)(=O)c1ccc(C)cc1	1	0.1	-2	x	-6.0	2	1	-2	-14
COC(=O)c1c(NC(=O)CSc2ccccc2N)sc(C)c1C	0	2.4	8	0.6	-2.0	0	6	2	6
Nc1[nH]n(-c2c(Cl)cc(Cl)cc2Cl)c(=O)c1N=Nc1ccc(S(=O)(=O)Nc2ncccn2)cc1	-18	1.1	-9	-0.6	-1.2	14	2	14	8
CCCn1c(-c2ccccc2)nc2c(=O)n(C)c(=O)[nH]c21	-2	-1.8	+	-3.7	-0.7	-1	2	4	9
Cc1ccc(OCCC(=O)Nc2ccccc2C(=O)NC2CC2)cc1	0	-0.1	6	-5.9	-1.1	8	1	x	2
CCc1ccc(NC(=O)C(C)OC(=O)/C=C/c2cccc([N+](=O)[O-])c2)cc1 (stereo unspecified)	-3	-2.3	4	x	-2.5	0	4	-11	11

Carrying on.
SMILES	PrPC surface inh	UGM FP inh	Mtb FBA inh	BioA inh	FadD28 binding	BoNT F protease	MazEF act	Rv3671c inh	GDH-TPI inh
C=CCn1c(O)c(C(CC)=NCCN2CCN(C(=S)NC)CC2)c(=O)[nH]c1=O	8	0.6	-2	x	-5.5	u	-1	3	6
CC1=NN(c2ccccc2)C(=O)C1(C)C	-4	-0.2	-1	-0.5	-0.1	0	7	0	18
CS(=O)(=O)c1ccc2c(c1)SC1=NC(=O)/C(=C/c3ccco3)C(=N)N12	x	-0.6	-2	2.5	-3.3	0	-10	-49	30
CCCc1cc(C(=O)N2CCCC(Cc3cccc(Cl)c3)(C(=O)OCC)C2)n(C)n1 (stereo unspecified)	1	-1.6	-10	7.1	-4.5	-5	0	2	-8
Cc1ccc(-c2nnn(CC(=O)N(Cc3ccco3)C(C(=O)NC(C)(C)C)c3ccc(C)o3)n2)o1 (stereo unspecified)	11	0.0	1	x	-0.6	-2	2	-4	3
CC(C)(C)C(=O)NNC(=O)C1CC1(c1ccccc1)c1ccccc1 (stereo unspecified)	2	-4.7	3	-3.4	0.0	-11	4	0	-6
COc1ccccc1C(C(=O)NC1CCCCC1)N(C(=O)c1csnn1)C1CC1 (stereo unspecified)	4	-0.4	1	-0.9	2.1	-12	3	-4	4
c1ccc(Cc2nnc3sc(C4COc5ccccc5O4)nn23)cc1 (stereo unspecified)	-5	1.7	0	-0.6	-4.6	-8	-5	-5	-3
Cc1sc2nc(SCC(=O)N(CCO)CCO)nc(N)c2c1C	-7	-1.6	-3	x	-1.5	6	4	0	-2
COc1ccc(N2CCN(C(=O)CSc3nnc(-c4ccco4)n3C)CC2)cc1	1	0.3	x	x	x	x	-7	-1	x
COc1cccc(NC(=O)N2CCCC2C(=O)Nc2ccc3c(c2)OCO3)c1 (stereo unspecified)	11	0.6	3	0.2	-4.5	6	3	1	5
